Compound activity (PubChem BioAssay)
a7 integrin act = activators of alpha7 integrin expression for muscular dystrophy; Potency, µM (series often up to 38.3 µM), inactives show top-dose activation, hits mostly activators; 0.064% of 350,000 active; alpha7betagal myoblasts, beta-gal FDG fluorescence, 48 h;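 further: potency means the concentration at half of the fitted maximal effect; 100% = response of the positive control SU9516; nearly all actives have a fitted effect of over 60% in size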
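Alpha7betagal+/- myoblasts (passage 13) were plated 16-24 hr, then exposed to compounds (1:260 dilution of DMSO stock) for 48 hours at 37C. After MPER lysis, β-galactosidase reporter activity was read as FDG fluorescence (ex 480/em 540) after 30 minutes.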
BRCA1 expr act = BRCA1 expression activation. 1.1% of 380,000 active. MCF7-BRCA1-FFLuc reporter, luminescence, 48 h; response scale: scaled: vehicle 0%, 10 µM genistein 100%. Potency, µM (top dose mostly 46.1 µM), for the others: top-dose activation, actives largely listed as activators; further: potency means the concentration at half of the fitted maximal effect; nearly all actives have a fitted effect of over 80% in size; some results filed as inactive show a strong effect at the top dose
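Luminescence from a BRCA1-driven firefly luciferase in MCF7 cells was the read-out, taken 15 min after substrate addition following 48 h compound exposure at 37 °C. Data were normalized to a 10 microM genistein control and DMSO vehicle.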
ELG1 genotoxic = genotoxicity induction in ELG1-luciferase HEK293T cells | Potency, µM (top dose mostly 46 µM), inactives show at the highest dose activity change, positive = activation, hits mostly activators | 1.3% of 330,000 active | HEK293T ELG1-luciferase reporter, luminescence, 16 h | AID 504466; further: potency means the concentration at half of the fitted maximal effect; % of control where 0% means no effect; nearly all actives have a fitted effect of over 60% in size
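16 hr compound incubation (37 °C, 5% CO2) of HEK293T cells carrying luciferase-tagged ELG1; luciferase then measured by ONE-Glo luminescence after 30 min at RT.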
ASM inhibitor = blocks human secretory acid sphingomyelinase; Potency, µM (doses to about 57.5 µM), inactives show at the highest dose activity change, negative = inhibition, usual class: inhibitors; 0.006% of 340,000 active; P17405; placental ASM, HMU-PC fluorogenic substrate, 60 min; further: potency means the concentration at half of the fitted maximal effect
Target sequence (P17405 47-631 limits assumed): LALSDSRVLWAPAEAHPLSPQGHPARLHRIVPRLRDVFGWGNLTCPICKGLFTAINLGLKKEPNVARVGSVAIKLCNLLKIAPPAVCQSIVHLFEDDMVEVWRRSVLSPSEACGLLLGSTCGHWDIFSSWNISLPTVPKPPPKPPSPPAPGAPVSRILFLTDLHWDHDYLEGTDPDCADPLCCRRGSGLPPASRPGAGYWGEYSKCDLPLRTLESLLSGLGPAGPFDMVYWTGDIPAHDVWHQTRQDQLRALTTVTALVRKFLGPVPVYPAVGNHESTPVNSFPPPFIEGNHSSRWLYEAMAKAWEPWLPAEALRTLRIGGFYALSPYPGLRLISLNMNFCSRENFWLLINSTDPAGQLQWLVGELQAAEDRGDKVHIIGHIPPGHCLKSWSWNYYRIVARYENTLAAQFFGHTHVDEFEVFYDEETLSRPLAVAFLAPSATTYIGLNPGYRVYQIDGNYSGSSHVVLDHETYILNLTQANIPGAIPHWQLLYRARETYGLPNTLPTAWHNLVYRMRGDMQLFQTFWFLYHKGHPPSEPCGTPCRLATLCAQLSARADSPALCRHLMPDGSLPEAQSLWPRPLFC
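Fluorogenic HMU-PC substrate (9 uM final) is turned over by placental ASM in 60 min at 37 C after a 10 min compound preincubation. Reaction ended by alkaline stop (pH 10), with fluorescence read at 386/447 nm.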
uPA surface inh = cell surface uPA generation inhibition; cell surface uPA generation assay, qHTS; Potency, µM (titrated, usually from 38.3 µM), for the others: at the highest dose activity change, negative = inhibition, usual class: inhibitors; 0.31% of 330,000 active; AID 540303; active means well fitted inhibition curve with a large enough effect; inconclusive means small, poorly fitted or top-dose-only effect; inactive means no such curve, though single readings can be large or run the other way; tested in mouse RAW 264.7 cells; further: potency means the concentration at half of the fitted maximal effect; on the % scale 0 is the no-effect control and ±100 the full control effect; nearly all actives have a fitted effect of over 55% in size
Eya2 phos inh = inhibitors of human Eya2 phosphatase activity; O00167; recombinant Eya2, OMFP fluorescence dephosphorylation (OMFP is methylfluorescein phosphate); Potency, µM (highest dose often 76.9 µM), for inactives: at the top dose activity, negative = inhibition, usual class: inhibitors; 0.006% of 330,000 active; further: potency means the concentration at half of the fitted maximal effect; on the % scale 0 is the no-effect control and ±100 the full control effect
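Eya2 (0.2 uM) preincubated 10 min at ambient with compound, then OMFP substrate added at 50 uM; 10 min reaction in 50 mM HEPES pH 7.5, 50 mM NaCl, 5 uM MgCl2, 0.05% BSA, 1 mM DTT. Fluorescence read at Ex 485/Em 525 nm.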
TSG101-PTAP inh = blocks PTAP/TSG101 interaction to inhibit HIV-1 budding; Q99816; Fluorescence polarization, FITC-PTAP peptide / Tsg101 binding; Potency, µM (top dose mostly 115 µM), without a hit: at the highest dose activity change, negative = inhibition, most hits filed as inhibitors; 340,000 tested, under 10 active; AID 493005; active means well fitted inhibition curve with a large enough effect in the main read-out, with a control signal flat, not every such curve was filed as active; inconclusive means small, poorly fitted or top-dose-only effect, or effect the other way, or a change in a side signal; inactive means no such curve, though single readings can be large or run the other way; further: potency means the concentration at half of the fitted maximal effect; % of control where 0% means no effect
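Fluorescence anisotropy tracks displacement of a FITC-tagged PTAP peptide (50 nM) from the Tsg101 binding domain (10 uM), following a 20 min room-temperature incubation at pH 7.5.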
USP2a inh = USP2a (human) protease inhibition; O75604; USP2 core, Ub-CHOP2 coupled fluorogenic reporter, 485/531; Potency, µM (top dose mostly 38.3 µM), inactives show at the top dose activity change, negative = inhibition, usual class: inhibitors; 0.01% of 330,000 active;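 further: potency means the concentration at half of the fitted maximal effect; plate controls were DMSO wells for no effect and full inhibition by NEM control for full effect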
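USP2 core (10nM final) preincubated 30min RT with compound in 20mM Tris-HCl pH 8.0, 2mM CaCl2, 2mM beta-mercaptoethanol, 0.05% CHAPS; 25nM Ub-CHOP2 plus 25nM reporter substrate added, fluorescence (Ex485/Em531) read after 60min.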
B2AR arrestin = recruits beta-arrestin to the human beta2-adrenergic receptor. P07550. beta-arrestin recruitment to beta2AR, cell-based reporter. Potency, µM (doses to about 46.1 µM), for inactives: at the highest dose activation, actives largely listed as activators. 0.02% of 330,000 active. AID 492947;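 further: potency means the concentration at half of the fitted maximal effect; 0% = DMSO controls and full agonism = EC100 isoproterenol or metaproterenol; nearly all actives have a fitted effect of over 65% in size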
Target sequence (P07550 whole entry, looked up): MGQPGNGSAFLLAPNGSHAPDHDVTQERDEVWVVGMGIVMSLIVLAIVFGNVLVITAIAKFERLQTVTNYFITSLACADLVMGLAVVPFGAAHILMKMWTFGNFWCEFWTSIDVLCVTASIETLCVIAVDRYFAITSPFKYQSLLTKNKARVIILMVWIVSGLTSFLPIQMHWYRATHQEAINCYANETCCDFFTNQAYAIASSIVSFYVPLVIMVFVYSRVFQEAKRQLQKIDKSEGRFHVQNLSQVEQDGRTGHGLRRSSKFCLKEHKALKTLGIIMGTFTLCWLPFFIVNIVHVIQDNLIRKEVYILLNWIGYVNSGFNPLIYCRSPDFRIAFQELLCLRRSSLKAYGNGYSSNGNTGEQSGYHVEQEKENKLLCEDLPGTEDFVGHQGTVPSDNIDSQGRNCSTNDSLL
TRPV1 ag = agonists of human vanilloid receptor 1 (TRPV1) | Q8NER1 | TRPV1-expressing cells, Fluo-8 calcium influx, agonist mode | 0.19% of 320,000 active | activation, % at 8.33 µM; in the data active means activation above about 80%; inconclusive means between about 30% and that limit; further: 0% is about no effect
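TRPV1-expressing cells were cultured overnight at 35.5C and loaded with Fluo-8 calcium dye for 40 to 90 min at room temperature. After a 10 s baseline, compound was added and calcium influx was read kinetically for 3 min (ex 480/em 520 nm).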
p53 reactivation = mutant p53 re-activation in reporter cells; H1299 p53-A138V BP100-luciferase reporter, luminescence, 24 h; Potency, µM (series often up to 92.2 µM), for the others: at the top dose activity change, positive = activation, usual class: activators; 0.063% of 320,000 active; AID 504706; further: potency means the concentration at half of the fitted maximal effect; % of control where 0% means no effect; nearly all actives have a fitted effect of over 45% in size
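p53-null H1299 cells stably carrying temperature-sensitive p53-A138V and a BP100-luciferase reporter were pinned with compounds (4-point, 1:5 series) and held 24 hrs at 37 deg C. Luminescence was read 10 min after detection reagent.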
* hit, by the source's call; u = inconclusive; x = no result given; [ ] = another dose, or the depositor's remark. Unless noted, the call rests on the fitted dose curve; in most records, active means well fitted curve in the direction sought with a large enough effect; inconclusive means small, poorly fitted or top-dose-only effect, or another doubt; inactive means no such curve, though single readings can be large; an effect the other way counts as inactive or inconclusive.

SMILES	a7 integrin act	BRCA1 expr act	ELG1 genotoxic	ASM inhibitor	uPA surface inh	Eya2 phos inh	TSG101-PTAP inh	USP2a inh	B2AR arrestin	TRPV1 ag	p53 reactivation
Cc1ccc(/C=N/n2c(C3CCCCC3)n[nH]c2=S)cc1	-7%	-17%	-8%	-1%	0%	-10%	-3%	1%	-0.3%	14	-2%
CCOc1ccc(N2CC(C(=O)N/N=C/c3sccc3C)CC2=O)cc1 (configuration not stated)	-20%	-6%	0%	-3%	-1%	16%	-7%	1%	0.5%	1	-2%
COc1ccc(C2/C(=C(/O)c3ccc4c(c3)CC(C)O4)C(=O)C(=O)N2CCN2CCOCC2)cc1 (configuration not stated)	7%	-20%	4%	2%	-7%	-3%	-9%	0%	-0.2%	0	-5%
NC1=C(c2ccc(F)cc2)C(=O)CS1	7%	-9%	-3%	1%	0%	-9%	-5%	1%	-0.3%	-7	u
O=c1c2ccccc2cnn1Cc1n[nH]c(=S)n1-c1ccccc1	3%	-22%	1%	1%	5%	-3%	-1%	-2%	2.9%	1	0%
O=C(CSc1n[nH]c(-c2ccco2)n1)Nc1ccccc1	27%	-16%	1%	3%	-12%	-6%	1%	-1%	0.0%	0	1%
CCc1ccccc1Nc1ccc(C(=O)O)cc1N	35%	101%	u	10%	0%	-2%	-7%	-5%	-0.3%	0	u
O=C(Nc1ccc(F)cc1)N1CCn2c(nc3ccccc32)C1	-15%	0%	0%	-1%	x	-5%	-5%	1%	-0.3%	26	-4%
CS(=O)(=O)c1ccc(Cl)c(NC(=O)COC(=O)CNC(=O)c2sc3ccccc3c2Cl)c1	35%	9%	-4%	u	-1%	7%	-15%	-4%	0.1%	-1	3%
O=C(Nc1ccccc1-c1ccccc1)C(=O)Nc1ccccc1-c1ccccc1	x	x	1%	x	x	-23%	x	1%	-0.6%	4	0%

Some values from the list.
Value of CCOc1ccc(N2CC(C(=O)N/N=C/c3sccc3C)CC2=O)cc1 (configuration not stated) under uPA surface inh: -1%
Value of Cc1ccc(/C=N/n2c(C3CCCCC3)n[nH]c2=S)cc1 under Eya2 phos inh: -10%

The listing continues.
SMILES	a7 integrin act	BRCA1 expr act	ELG1 genotoxic	ASM inhibitor	uPA surface inh	Eya2 phos inh	TSG101-PTAP inh	USP2a inh	B2AR arrestin	TRPV1 ag	p53 reactivation
S=C1NCN(Cc2cccnc2)CN1c1cccc(Cl)c1	11%	-34%	1%	1%	-9%	-1%	0%	2%	-0.7%	0	-1%
COC(=O)c1c(NC(=O)/C=C/C(=O)O)sc(C)c1-c1ccc(C)c(C)c1	-20%	-55%	4%	14%	-11%	5%	-4%	0%	-0.8%	-5	-13%
CC(c1nnc(SCC(=O)Nc2cc([N+](=O)[O-])ccc2F)n1Cc1ccccc1)N(C)C (configuration not stated)	-24%	-28%	1%	-4%	0%	-6%	-4%	-1%	0.0%	10	-8%
CC(=O)Nc1ccc(N(C)C)cc1[N+](=O)[O-]	6%	0%	-1%	-1%	2%	13%	-1%	5%	-1.1%	2	10%
C=C(C)COc1ccc(-c2ncnc(C(F)(F)F)c2-c2ccccc2)c(O)c1	-22%	-39%	-4%	-3%	5%	-16%	-7%	-2%	-0.2%	0	0%
CCc1ccc(NC(=O)/C(C#N)=C\c2ccc(OC)c(C(=O)O)c2)cc1	-8%	0%	8%	26%	-1%	7%	-4%	3%	-0.1%	-4	-1%
Cc1ccccc1CNC(=O)C1CCC(=O)N(C2CC2)C1 (configuration not stated)	-7%	7%	2%	0%	1%	5%	-3%	-1%	-0.4%	-1	-9%
Cn1nccc1NC(=O)CSCC(=O)O	-5%	17%	2%	7%	7%	5%	-3%	0%	-0.5%	0	0%
COc1ccccc1N1CCN(C(=O)Cn2nnc(-c3ccncc3)n2)CC1	-16%	23%	0%	1%	7%	17%	-3%	3%	-0.8%	2	1%
CC(C)OC(=O)c1c(NC(=O)c2cnn3c2NC(c2ccccc2)CC3C(F)(F)F)sc2c1CCCC2 (configuration not stated)	-13%	0%	0%	67%	-2%	-12%	-9%	4%	-0.2%	-1	3%
COCCNC(=O)CS(=O)Cc1nc(-c2ccccc2C)oc1C (configuration not stated)	-9%	-20%	-4%	4%	-5%	4%	-3%	-2%	0.3%	2	-3%
CCOc1ccc(N(CC(=O)NCc2ccc(F)cc2)C(=O)CCC(=O)Nc2nccs2)cc1	-7%	-14%	-6%	0%	1%	-5%	-5%	2%	0.4%	-2	-3%
CCn1c(/C=C/N(C)c2ccccc2)[n+](CC)c2ccc(Cl)cc21	u	-87%[inhibitor]	-15%	4%	u	-28%	-3%	0%	-0.2%	-3	-14%
Cc1cccc(C)c1NC(=S)N/N=C/c1ccccc1C(=O)O	12%	4%	0%	1%	-2%	-2%	1%	0%	-0.2%	1	-1%
COc1cccc(F)c1C(=O)NC(=O)Nc1ccc2nc(C)oc2c1	16%	3%	1%	1%	8%	5%	-16%	-2%	-0.2%	-1	0%
CN1CCN(c2ccc(Cl)cc2NC(=O)c2cc(=O)[nH]c3ccccc23)CC1	-61%[inhibitor]	-1%	-1%	0%	-2%	u	-4%	0%	-0.1%	8	-11%
COc1ccc(CCNC(=O)c2cccc(S(=O)(=O)N3CCc4ccccc4C3)c2)cc1	-21%	-24%	-3%	-1%	-3%	8%	-12%	-5%	0.3%	0	-6%
CC(C)(C)c1ccc(C(=O)C2CCCN(C(=O)CN3CCCC3=O)C2)cc1 (configuration not stated)	-11%	11%	-2%	-1%	-20%	0%	1%	1%	-1.3%	7	1%
Cc1cccc2cc(CN(Cc3cccs3)S(=O)(=O)c3ccc4c(c3)OCCO4)c(=O)[nH]c12	6%	-17%	-5%	0%	-7%	-7%	-1%	-4%	-0.4%	-2	-9%
COCCNC(=S)NNC(=O)c1ccc(-n2cnnn2)cc1	5%	-4%	-4%	2%	0%	8%	-5%	1%	-0.1%	-6	-1%
Nn1c(C2CCCCC2)nc2ccccc2c1=O	-10%	26%	3%	0%	-10%	13%	0%	0%	0.2%	1	-2%
Cc1onc(-c2ccccc2Cl)c1C(=O)N1CCc2ccccc2C1	-14%	8%	x	-2%	-6%	x	-12%	x	x	1	x
COc1ccc(C(=O)NCC(c2ccco2)N2CCc3ccccc32)cc1OC (configuration not stated)	-27%	-43%	-17%	-4%	-2%	7%	-1%	-1%	0.0%	0	-7%
O=C(Cn1nc(C(=O)O)c2ccccc2c1=O)Nc1ccc(Br)cc1	-22%	-8%	-6%	-1%	7%	-17%	-7%	-1%	-0.2%	0	1%
OCCC1CN(Cc2cccc3nonc23)CCN1C1CCCCC1 (configuration not stated)	0%	-19%	0%	6%	-5%	4%	-1%	4%	0.2%	0	6%
O=C(Nc1ccc(Cl)cc1)Nc1nc(-c2sccc2Br)cs1	-27%	-48%	11%	3%	0%	-1%	0%	4%	0.3%	2	-3%
COC(=O)CN(C)C(=O)c1ccc2nc(Cc3cccc(Cl)c3)oc2c1	u	u	u	3%	6%	0%	-12%	1%	-0.1%	3	14%
Cc1ccc(S(=O)(=O)N2CCOCC2)cc1C(=O)Nc1ccc(-c2cn3ccsc3n2)cc1	-14%	-19%	-9%	-8%	-4%	35%	-2%	1%	-0.3%	-4	-13%
CCn1cnc2c(Nc3cc(F)cc(F)c3)nc(C#N)nc21	x	34%	2%	5%	0%	2%	2%	1%	0.0%	-9	29%
CCn1cc(-c2cc(C(F)(F)F)n3nc(C(=O)O)cc3n2)c(C)n1	24%	34%	0%	31%[activator]	0%	10%	-1%	0%	0.4%	-1	u
CCCCCNC(=O)c1cn(CC)c2cc(N3CCN(C)CC3)c(F)cc2c1=O	-21%	-31%	-4%	3%	-12%	-13%	-1%	-6%	-0.5%	5	6%
COc1ccc(Nc2nc(-c3c(C)nc4ncccn34)cs2)cc1	-44%	-64%	3%	-21%	-116%	-8%	-9%	-1%	-0.1%	5	-2%
OCCN1CCN(c2nc(N3CCCCC3)nc(N3CCCCC3)n2)CC1	-11%	2%	-5%	-2%	-2%	-3%	-6%	-6%	0.4%	u	0%
Cc1noc(NC(=O)c2ccc(F)cc2)c1C#N	12%	-5%	-4%	1%	5%	26%	-4%	1%	-1.8%	3	11%
CCCCOC1CC(c2ccc(OCc3ccc(OC)cc3)c(OC)c2)N(C)O1 (configuration not stated)	u	46%	-9%	-3%	1%	-13%	-1%	-8%	-1.0%	13	9%
O=C(C[C@H]1C/C=C\CC[C@@H](Cc2ccc(F)cc2)C(=O)OC[C@H]2CCCN2C1=O)N[C@H](CO)Cc1ccccc1	-7%	-27%	-4%	-2%	-4%	0%	-2%	0%	-0.5%	x	-4%
